High-throughput results as filed in PubChem BioAssay.
Yeast tox – yeast growth toxicity, wild-type and mutant, primary screen, cytotoxicity control for eIF2B function restoration project, wild-type and eIF2Bepsilon R284H mutant, A595; S. cerevisiae wild-type growth, A595 turbidity, 16 h; growth inhibition, % at 25 µM (by protocol); actives 0.3% (n = 30,000);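 active = mutant and wild-type yeast strains alike exhibit over 30% growth inhibition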;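 note: 0% = untreated cell controls and 100% = YPD media blanks without cells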
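Test system: Wild-type and eIF2Bepsilon-R284H mutant S. cerevisiae, screened separately | Dosing: Single 25 µM compound dose in 0.2% DMSO | Schedule: 16 h compound exposure during growth at 30 °C | Detection: A595 turbidity | Evaluation: Growth inhibition (%) versus cell controls and blanks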
eIF2B yeast act – GCN4-lacZ reporter reduction in eIF2B-epsilon mutant yeast, primary screen, S. cerevisiae, eIF2B-epsilon R284H, Beta-Glo luminescence | actives 0.91% (n = 27,000) | inhibition, % at 25 µM (by protocol);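 active = mutant luminescence inhibited past about 50% while wild type luminescence and mutant growth stay under set limits, limit read from the data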; note: some compounds called inactive have numbers as strong as hits
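Times: 16 h growth with compound at 30 °C, 90 min Beta-Glo step; Assay system: yeast eIF2B-epsilon R284H mutant carrying GCN4–beta-galactosidase fusion; Measure: % inhibition of reporter signal and growth versus controls; Dosing: one concentration, 25 µM, 0.25% DMSO; Buffer or medium: YPD yeast growth medium; Measured by: Beta-Glo luminescence plus absorbance at 595 nm.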
Yeast tox inhibition % – recorded beside Yeast tox, whose call it bears; growth inhibition, %; S. cerevisiae eIF2Bepsilon-R284H mutant growth, A595 turbidity, 16 h;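 each compound tested once at 25 µM; 0% equals untreated cells and 100% equals cell-free medium blanks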
eIF2B yeast act mutant toxicity – recorded beside eIF2B yeast act, whose call it bears; growth inhibition, %; measured here: mutant yeast growth, toxicity;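 each compound tested once at 25 µM; zero equals untreated control growth and 100 equals blank medium absorbance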
* hit, by the source's call; x = no result given.

SMILES	Yeast tox	Yeast tox inhibition %	eIF2B yeast act	eIF2B yeast act mutant toxicity
CCOc1ccccc1N=c1oc2cc(O)ccc2cc1C(=O)NCC1CCCO1 (stereo not drawn)	-5	3	x	x
O=C(O)CCCCCNC(=O)c1ccccc1	7	-4	22	-4
CCC1(C)Cc2c(sc3c2c(=O)n(C)c2nnc(SCC(=O)c4ccc(Cl)cc4)n32)CO1 (stereo not drawn)	-51	-27	2	-27
COc1ccc(OC)c(C(=O)C2COC(=O)C2)c1 (stereo not drawn)	7	0	2	x
COC(=O)c1c(C)[nH]c(C(=O)CSc2nnnn2-c2ccccc2)c1C	11	-9	x	x
CCCCS/C(=C(/C#N)C(N)=O)c1cc2c([nH]1)CCCC2	16	-4	16	-4
COc1ccccc1CC(=O)Nc1ccccc1C(=O)O	20	16	0	16
COc1cccc(C(=O)Nc2ccc(F)cc2F)c1	-13	0	23	x
Cc1nnc(SCC(=O)N2CC(=O)Nc3ccccc32)n1-c1ccccc1	7	41	-4	41
Nc1ccc2nc(-c3cc(Cl)c(N)c(Cl)c3)[nH]c2c1	1	-4	38	-4
CCOCCc1nnc(NC(=O)COC)s1	-1	29	9	29
CS(=O)(=O)N(Cc1cc2ccccc2[nH]c1=O)C1CCCCC1	11	17	-10	17
O=C(CN1CCCCC1)Nc1ccccc1-c1ccccc1	8	16	1	16
O=C(c1ccc2c(=O)n(-c3ccccc3)c(=O)[nH]c2c1)N1CCN(c2ccc(F)cc2)CC1	x	x	14	x
COc1cc(C(=O)OC2CCN(C)CC2)cc(OC)c1OC	1	-14	-16	-14
Cc1cc(C)n(-c2ccc(C(=O)Nc3cc(C(F)(F)F)ccc3N3CCOCC3)cc2)n1	6	4	x	x
C=CCc1c(C)nc(SC)nc1Nc1ccc(C(=O)O)cc1	x	x	-19	x
CCN(CC#CCC(O)(c1ccccc1)C1CCCC1)C(C)C (stereo not drawn)	1	5	x	x
CCn1c(=O)cc(SCC(=O)NCc2ccccn2)c2ccccc21	2	0	-16	x
COc1cc(C(=O)Nc2ccc(S(=O)(=O)Nc3onc(C)c3C)cc2)cc(OC)c1OC	-6	3	36	3
CCCSc1nc(N2CCCC2)c2c(c1C#N)CC(C)(C)OC2	8	0	-20	x
Cc1cccc(NC(=O)c2snc3c(=O)[nH]cnc23)c1	-11	-18	13	-18
CC(=O)Nc1ccc(-c2nnn(CC(=O)c3ccccc3)n2)cc1Cl	8	11	6	11
CCC(=O)N1CCc2cc(S(=O)(=O)NC(C(=O)NCc3ccc(F)cc3)C(C)C)ccc21 (stereo not drawn)	2	-43	27	-43
COc1ccccc1-c1nn2c(C(F)(F)F)nnc2s1	-3	-11	x	x
Cc1ccc(S(=O)(=O)Nc2nc(C)cc(-n3nc(C)cc3C)n2)cc1	-1	-3	x	x
Cc1ccc(NC(=O)CSc2nnc(-c3ccncc3)o2)cc1	-2	19	-14	19
COc1ccc(-c2nnn(CC(=O)N3CCN(c4ccccc4OC)CC3)n2)cc1	9	21	9	21
O=c1nc(N2CCCCC2)nc(Nc2ccccc2)[nH]1	11	2	15	2
O=C(NCCN1CCOCC1)c1ccc2ccccc2c1	2	-5	2	-5
CC(C)COC(=O)Cn1cnc2ccc(Br)cc2c1=O	-1	10	19	10
COc1ccc(S(=O)(=O)N2CCCCCC2)cc1	2	10	15	10
Cc1ccc(NC(=O)N2CCc3ccccc32)cc1	-12	14	60	14
O=c1[nH]c(=O)n(Cc2ccccc2)c2nc(-c3ccco3)cc(C(F)(F)F)c12	28	-5	22	-5
CCOC(=O)c1c(C)oc(/N=C/c2ccccc2O)c1C#N	8	14	15	14
Cc1nc(-c2cccc(S(=O)(=O)N3CC(C)CC(C)C3)c2)cs1 (stereo not drawn)	-17	-55	32	-55
Cc1cc(C)nc(NS(=O)(=O)c2ccccc2)n1	8	4	20	4
CC(OC(=O)c1cc[n+]([O-])cc1)C(=O)Nc1ccc(Cl)cn1 (stereo not drawn)	-6	-23	4	-23
Cc1ccc2c(CN3C(=O)NC4(CCCCC4)C3=O)cc(=O)oc2c1C	-16	10	1	10
Cc1nn(-c2nc3ccccc3[nH]2)c(N)c1-c1ccc(Cl)cc1	-3	10	1	10
COc1cc(-c2cc3nc(C)c(C)c(=O)n3[nH]2)cc(OC)c1OC	4	19	-11	19
Cc1ccc(-n2c(-c3ccc(Br)cc3)c[n+]3c2CCc2ccc4cccnc4c2-3)cc1	15	2	6	2
CCc1nnc(NC(=O)CCC(=O)N2CCN(CCc3ccccc3)CC2)s1	29	-35	17	-35
O=C(CN1CCOCC1)Nc1ccc(Oc2ccccc2)cc1	21	6	4	6
CCCC(=O)Nc1nc2n(n1)C(c1ccccc1)CC(=O)N2 (stereo not drawn)	-3	-5	-28	-5
O=C(NCCCN=C1NS(=O)(=O)c2ccccc21)c1ccco1	-14	3	11	3
CCOC(=O)C1CCN(C(=O)CN(Cc2ccccc2)S(C)(=O)=O)CC1	21	-17	22	-17
COc1ccc(C(=O)NCCN2CCCC2)cc1OC	-5	-5	8	-5
NC(=O)c1ccc(Br)c(S(=O)(=O)N2CCCCC2)c1	13	21	16	21
COc1cccc(C(=O)CSc2nnc(COc3cccc4cccnc34)o2)c1	x	x	11	x
CC(NC(=O)CN1C(=O)COc2ccccc21)c1ccccc1 (stereo not drawn)	10	10	19	10
O=C(CN(C(=O)CCC(=O)Nc1nccs1)c1cccc(F)c1)NCC1CCCO1 (stereo not drawn)	14	17	27	17
CN(Cc1ccccc1)C1CC(=O)N(c2ccc(C(=O)O)cc2)C1=O (stereo not drawn)	-1	4	-7	4
Cc1cc(NC(=O)CN2CCCCCCC2)no1	1	0	13	x
COc1ccccc1CC(=O)NCc1ccc2c(c1)OCO2	22	34	-3	34
Clc1ccc2nc(CN3CCCCC3)cn2c1	1	8	24	8
CCOc1ccc2cc(S(=O)(=O)N3CCN(C)CC3)ccc2c1	x	x	-19	x
COc1ccc(N2CCN(C(=O)CCCOc3cc(=O)n(C)c4ccccc34)CC2)cc1	13	2	24	2
Cc1ccc(CN2CCN(c3ccccn3)CC2)s1	1	3	5	3
CC1CCN(CCCNC(=O)COc2cc(=O)n(C)c3ccccc23)CC1	-2	0	16	x

Ordered by heavy-atom count (highest first): some entries from above.
SMILES	Yeast tox	Yeast tox inhibition %	eIF2B yeast act	eIF2B yeast act mutant toxicity
COc1ccc(N2CCN(C(=O)CCCOc3cc(=O)n(C)c4ccccc34)CC2)cc1	13	2	24	2
Cc1ccc(-n2c(-c3ccc(Br)cc3)c[n+]3c2CCc2ccc4cccnc4c2-3)cc1	15	2	6	2
O=C(CN(C(=O)CCC(=O)Nc1nccs1)c1cccc(F)c1)NCC1CCCO1 (stereo not drawn)	14	17	27	17
COc1cccc(C(=O)CSc2nnc(COc3cccc4cccnc34)o2)c1	x	x	11	x
CCc1nnc(NC(=O)CCC(=O)N2CCN(CCc3ccccc3)CC2)s1	29	-35	17	-35
CC1CCN(CCCNC(=O)COc2cc(=O)n(C)c3ccccc23)CC1	-2	0	16	x
Cc1ccc2c(CN3C(=O)NC4(CCCCC4)C3=O)cc(=O)oc2c1C	-16	10	1	10
CN(Cc1ccccc1)C1CC(=O)N(c2ccc(C(=O)O)cc2)C1=O (stereo not drawn)	-1	4	-7	4
COc1cc(-c2cc3nc(C)c(C)c(=O)n3[nH]2)cc(OC)c1OC	4	19	-11	19
O=C(CN1CCOCC1)Nc1ccc(Oc2ccccc2)cc1	21	6	4	6
CCCC(=O)Nc1nc2n(n1)C(c1ccccc1)CC(=O)N2 (stereo not drawn)	-3	-5	-28	-5
COc1ccc(C(=O)NCCN2CCCC2)cc1OC	-5	-5	8	-5
Cc1ccc(CN2CCN(c3ccccn3)CC2)s1	1	3	5	3
Cc1cc(NC(=O)CN2CCCCCCC2)no1	1	0	13	x
Clc1ccc2nc(CN3CCCCC3)cn2c1	1	8	24	8

(listing goes on)
SMILES	Yeast tox	Yeast tox inhibition %	eIF2B yeast act	eIF2B yeast act mutant toxicity
COC(=O)c1ccccc1NC(=O)c1cc2sccc2n1C	-7	7	15	7
CCCC(=O)O[C@H]1C[C@@H](C)N(C(=O)c2ccccc2)c2ccc(C)cc21	6	5	10	5
Cc1c(NC(=O)Cn2[nH]c(=O)c3ccccc3c2=O)c(=O)n(-c2ccccc2)n1C	-41	-5	-10	-5
CCN(CC)CCCN(C(=O)c1cccs1)c1nc(-c2ccc(OC)cc2)cs1	-10	15	3	15
Cc1ccc(NC(=S)NCc2cccs2)cc1	8	3	x	x
COc1ccc(Nc2nc(C(C)(C)C)nc3c2nnn3Cc2ccccc2Cl)cc1OC	11	-26	x	x
Cc1ccc(-c2nnn(CC(=O)N(Cc3cccs3)C(C(=O)NC3CCCCC3)c3ccco3)n2)o1 (stereo not drawn)	28	19	12	19
COC(=O)c1c(-c2cccc(C)c2)csc1N	18	17	x	x
CCn1c(CC(=O)Nc2cccc(OC)c2)nnc1SCC(=O)N1CCN(c2ccccc2)CC1	-13	-14	24	-14
COC(=O)CCN(C(=O)c1ccc(OC(C)=O)cc1)c1ccccn1	5	-25	8	-25
CCOC(=O)Cc1csc(NC(=O)CS(=O)(=O)Cc2ccccc2)n1	4	15	2	15
Cc1sc2ncnc(SCC(=O)N3CCN(C(=O)c4ccco4)CC3)c2c1C	4	8	17	8
Cc1oc2cc(O)cc(C)c2c(=O)c1-c1cnn(-c2ccccc2)c1	2	42	13	42
O=C(COc1ccc(N2CC(C(=O)O)CC2=O)cc1)Nc1cccc(C(F)(F)F)c1 (stereo not drawn)	x	x	11	x
CCOc1ccc(S(=O)(=O)NCc2ccc(C)cc2)c2cccnc12	16	10	15	10
CNC(=O)c1[nH]cnc1C(=O)Nc1ccc(C)cc1	0	-10	20	-10
COC(=O)C(Cc1ccc(O)cc1)NC(=O)c1ccccc1OC (stereo not drawn)	11	19	19	19
O=C(NCC1CCCO1)C1CCC(N2C(=O)c3ccccc3C2=O)CC1 (stereo not drawn)	32	26	19	26
CCOC(=O)Cc1c(C)nc2c(-c3ccccc3OC)c(C)nn2c1C	10	-9	-3	-9
O=C(CCNS(=O)(=O)c1ccc(Cl)cc1)NCc1cccnc1	36	18	17	18
Cc1ccc(NCc2ccccc2O)cc1	5	10	14	10
CCOc1ccc(NC(=O)Nc2cccs2)cc1	10	3	36	3
Cc1nn(-c2cc(Cl)ccc2N)c(=O)c2ccccc12	17	4	24	4
CCN(CC)CCN1C(=O)c2ccccc2NC1c1ccccc1F (stereo not drawn)	0	-7	14	-7

Reprinted from the part before: 2 entries; new compounds follow.
SMILES	Yeast tox	Yeast tox inhibition %	eIF2B yeast act	eIF2B yeast act mutant toxicity
Cc1nn(-c2cc(Cl)ccc2N)c(=O)c2ccccc12	17	4	24	4
CCN(CC)CCN1C(=O)c2ccccc2NC1c1ccccc1F (stereo not drawn)	0	-7	14	-7
Cc1nc(N2CCOCC2)nc2c1CCCC2	19	15	17	15
O=C(CSc1nnc(-c2cccs2)n1Cc1ccco1)c1ccc2c(c1)OCO2	-9	12	6	12
COC(=O)Nc1nc(C)c(C(=O)N(C)C)s1	8	10	14	10
Oc1ccc(Cl)cc1-c1cc(C(F)(F)C(F)F)nc(-c2ccccc2)n1	15	6	6	6
CS/C(=N\S(=O)(=O)c1cccs1)Nc1ccc(N2CCOCC2)cc1	14	-4	13	-4
C=CCn1c(=O)c(C#N)cc2c(=O)n3ccccc3nc21	-5	16	10	16
Cc1cc(=O)oc2cc(OCC(=O)N3CCCc4ccccc43)ccc12	3	14	-7	14
CSC(=NS(=O)(=O)c1ccccc1)SC	-7	-5	16	-5
CCCS(=O)(=O)c1nc(S(=O)(=O)c2ccc(C)cc2)c(N2CCCC2)s1	22	4	18	4
N#Cc1ccccc1CSc1nc(O)cc(=O)[nH]1	-8	10	-25	10
Nc1nonc1C(=Nc1ccc(Br)cc1)NO	44	5	-6	5
CC1CC2(CCCCC2)Nc2c1ccc1ccccc21 (stereo not drawn)	x	x	25	x
NNC(=O)CN1C(=O)Nc2ccc(Br)cc2C1c1ccccc1 (stereo not drawn)	-11	-17	12	-17
COc1ccccc1-c1c(C)oc2cc(OC(=O)c3ccco3)ccc2c1=O	-11	-4	8	-4
N#Cc1c(N)[nH]c(=S)c(C#N)c1-c1ccccc1	6	-11	17	-11
CSc1nc(-c2ccccc2)nc(N2CCCC2)c1C(C)=O	-10	-11	15	-11
O=C(Nc1cccc(C(F)(F)F)c1)c1ccc2nc(-c3ccco3)c(-c3ccco3)nc2c1	29	23	11	23
CCOC(=O)c1sc2nc3c(cc2c1N)COC(C)(C)C3	9	0	x	x
Cc1cccc(NC(=O)CCNS(=O)(=O)c2cccc3nsnc23)c1	-11	15	9	15
O=C(c1ccccc1CCc1ccccc1)N1CCOCC1	4	15	27	15

Only part of the results is shown, so the mix of outcomes need not match the whole.
